FEN1 inhibitor – human FEN1 inhibition | Recombinant FEN1 flap cleavage, fluorescence, 15 min | Potency, µM (top dose mostly 114 µM), for inactives: top-dose activity change, negative = inhibition, actives largely listed as inhibitors | hit rate 0.35% among 390,000; active = well fitted inhibition curve with a large enough effect; inconclusive = small, poorly fitted or top-dose-only effect; inactive = no such curve, though single readings can be large or run the other way; also: nearly all actives have a fitted effect of over 65% in size
Target sequence (P39748 whole entry, looked up): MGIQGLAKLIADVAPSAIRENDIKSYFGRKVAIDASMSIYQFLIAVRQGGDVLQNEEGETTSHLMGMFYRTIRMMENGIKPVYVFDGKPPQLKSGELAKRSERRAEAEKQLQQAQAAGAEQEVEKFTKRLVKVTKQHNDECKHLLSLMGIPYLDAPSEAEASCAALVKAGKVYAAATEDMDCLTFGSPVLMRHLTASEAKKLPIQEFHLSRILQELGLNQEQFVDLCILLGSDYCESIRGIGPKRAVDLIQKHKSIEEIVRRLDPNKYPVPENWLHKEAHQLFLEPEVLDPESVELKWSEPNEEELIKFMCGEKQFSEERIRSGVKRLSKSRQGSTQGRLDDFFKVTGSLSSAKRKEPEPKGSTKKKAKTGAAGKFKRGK
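Recombinant FEN1 (10 nM) was preincubated with pin-transferred compounds for 15 min at room temperature, then flap DNA substrate (50 nM final) was added. Plates were read at 0 and 15 min, and normalized concentration–response data were fitted to a four-parameter Hill equation.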
The depositor's hits bear a star; & = joins results of further samples. % is scaled to controls: 0 for no effect and ±100 for the full control effect; potency is read from the fitted curve at half-maximal effect. This is a subset; count on the stated rates, not on these rows.

For C[N+](C)(N)CCOC(=O)C(O)(c1ccccc1)C1CCCCC1 (stereo unspecified) the results were FEN1 inhibitor -1%.
Screening CNC(=O)Oc1ccccc1C1CCCCC1 returned FEN1 inhibitor -16%.
[O]=[Sb]([OH])([OH])[c]1ccccc1 was read as FEN1 inhibitor 50µM*.
`CC12CCC3C(CCC4CC(=O)C(C(O)C(F)(F)F)CC43C)C1CCC2O` (stereo unspecified) gave FEN1 inhibitor -22%.
CCOP(=O)(CCP(=O)(OCC)OCC)OCC.C[CH2][Sn]([Cl])([Cl])[CH2]C was read as FEN1 inhibitor -13%.
COC(=O)C1=C(c2cc3ccccc3o2)C[C@@H]2CC[C@H]1N2C(=O)NCc1ccccc1 was read as FEN1 inhibitor -19%.
`NCC(=O)c1ccc2ccccc2c1` gave FEN1 inhibitor 5%.
Screening COC1=C(C)C(=O)C2=C(C1=O)C(CO)N1C(C#N)C3CC4C(C1C2N1CCOC41)N3C (stereo unspecified) returned FEN1 inhibitor -1%.
Screening Cc1nc2cc(-c3ccc(Cl)cc3)nn2c(C)c1CCC(=O)N1CCC2(CC1)OCCO2 returned FEN1 inhibitor 0%.
`CC1(C)CCCN1CCC(C(N)=O)(c1ccccc1)c1ccccc1` gave FEN1 inhibitor -8%.
Screening O=C1/C(=C/c2ccc(N(CCCl)CCCl)cc2)Cc2ccccc21 returned FEN1 inhibitor -16%.
For NCC(=O)c1ccc(Br)cc1 the results were FEN1 inhibitor -11%.
CN(C(=O)Oc1cccc2ccccc12)C1C=CCC1 (stereo unspecified) was read as FEN1 inhibitor 10%.
`CCOC(=O)C1(c2ccccc2)CCN(CC(O)c2ccc(NC(C)=O)cc2)CC1` (stereo unspecified) gave FEN1 inhibitor -1%.
Screening Cn1c(=O)c2c(nc(-c3ccc(N(CCCl)CCCl)cc3)n2C)n(C)c1=O returned FEN1 inhibitor -3%.
`COc1ccc(N2C(=O)C(=O)N(c3ccc(OC)cc3)P2(=O)N(CCCl)CCCl)cc1` gave FEN1 inhibitor -9%.
`COC(=O)C1=C(c2cc3ccccc3o2)C[C@@H]2CC[C@H]1N2C(=O)NCCCOC(C)C` gave FEN1 inhibitor -8%.
OC(CNCc1ccccc1)c1ccc(Cl)cc1 (stereo unspecified) was read as FEN1 inhibitor -11%.
`NC(=Nc1ccccc1)NN=Cc1c[nH]c2ccccc12` gave FEN1 inhibitor -3%.
`c1ccc2c(c1)cc1ccc3cccc4ccc2c1c34` gave FEN1 inhibitor -13%.
`O=C1NC(=O)N(Cc2ccccc2)C(=O)C1Cc1ccccc1` (stereo unspecified) gave FEN1 inhibitor 8%.
Screening c1cnc(OCCN2CC2)cn1 returned FEN1 inhibitor -1%.
`COc1ccccc1C=C1C(=O)NC(=S)NC1=O` gave FEN1 inhibitor -1%.
Screening COCCCNC(=O)c1c(NC(=O)c2ccccc2)n(Cc2ccccc2)c2nc3ccccc3nc12 returned FEN1 inhibitor 2%.
Screening CCCNC(=O)N1[C@H]2CC[C@@H]1C(C(=O)OC)=C(c1cccc(OC)c1OC)C2 returned FEN1 inhibitor 18%.
For CCOC(=O)c1cc2c(cn1)[C@H](CCO)NC2 the results were FEN1 inhibitor 4%.
`ClCCN(CCCl)c1ccc(/C=C/c2ccnc3ccccc23)cc1` gave FEN1 inhibitor -9%.
O=[N+]([O-])c1cc(C(F)(F)F)c(Cl)c([N+](=O)[O-])c1Nc1ncc(C(F)(F)F)cc1Cl was read as FEN1 inhibitor -13%.
Screening O=C(Nc1ccc(Cl)cc1)N1CC1 returned FEN1 inhibitor -18%.
Cc1ccccc1-n1c(CNc2ccccc2)nc2ccccc2c1=O was read as FEN1 inhibitor 16%.
COc1ccc2c(c1)[C@]13CCCCC1C(C2)N(C)CC3 (stereo partly specified) was read as FEN1 inhibitor -6%.
For CCOC(=O)[C@]12Cc3cc(Cl)ccc3[C@H]1N(Cc1ccccc1)C(=O)c1ccccc12 the results were FEN1 inhibitor -17%&-13%.
Screening O[C@@H]1CCCN2CCc3c([nH]c4ccccc34)[C@H]12 returned FEN1 inhibitor -3%.
For Nc1ccc(CC2=NCCN2)cc1 the results were FEN1 inhibitor 11%.
For CC12CCC3C(CCCC4CC(=O)CCC43C)C1CCC2O (stereo unspecified) the results were FEN1 inhibitor 4%.
`O=P(Oc1ccccc1)(Oc1ccccc1)N1CCOCC1` gave FEN1 inhibitor 10%.
`S=P(NCCSCc1ccccc1)(N1CC1)N1CC1` gave FEN1 inhibitor -12%.
`CCC(=O)C(CCN1CCOCC1)(c1ccccc1)c1ccccc1` gave FEN1 inhibitor 0%.
CNCC(=O)c1ccccc1 was read as FEN1 inhibitor 6%.
O=C(CF)N(O)c1ccc(C=Cc2ccccc2)cc1 was read as FEN1 inhibitor 6%.
Screening CC1NC(=O)NC(=O)C1Br (stereo unspecified) returned FEN1 inhibitor 4%.
For CC12CCC3C(CC=C4CC(O)CCC43C)C1CC(=CN1CCOCC1)C2=O (stereo unspecified) the results were FEN1 inhibitor -4%.
Screening O=C1NC(=O)C(Nc2ccc(Cl)c(Cl)c2)C(=O)N1 returned FEN1 inhibitor -8%.
`COC(=O)C1=C(c2ccccc2)C[C@@H]2CC[C@H]1N2C(=O)N1CCOCC1` gave FEN1 inhibitor 0%.
O=C1NC(=O)C(Cc2ccccc2)(Cc2ccccc2)C(=O)N1 was read as FEN1 inhibitor -2%.
Screening N#Cc1cn(C2OC(CO)C(O)C2O)c2ncnc(N)c12 (stereo unspecified) returned FEN1 inhibitor 0%.
O=C(Nc1ccccc1)N1Cc2ccccc2-n2nncc2C1 was read as FEN1 inhibitor -11%.
`ClCCN(CCCl)c1ccc(C=Nc2ccncc2)cc1` gave FEN1 inhibitor -21%.
CC1=C(C/C(C)=C/c2ccccc2)/C(=C/CO)[C@H](O)[C@](C)(O)C12CC2 was read as FEN1 inhibitor 6%.
Screening O=C1CC(=O)N(Cc2ccccc2)C(=O)N1 returned FEN1 inhibitor -6%.
For CCNC(=O)C1OC(n2cnc3c(N)ncnc32)C(O)C1O (stereo unspecified) the results were FEN1 inhibitor -6%.
COc1ccc2c(c1O)C13CCN(C)C(C2)C1CCC(=O)C3 (stereo unspecified) was read as FEN1 inhibitor -7%.
`CCC1CN1P(=O)(N1CCCC1)N1CC1CC` (stereo unspecified) gave FEN1 inhibitor 4%.
O=[N+]([O-])c1oc2ccc3ccccc3c2c1CCO was read as FEN1 inhibitor inconclusive.
Screening CCC1(CCC(C)C)C(=O)NC(=S)NC1=O returned FEN1 inhibitor 3%.
`Oc1c(Br)cc(-c2ccccc2)cc1Br` gave FEN1 inhibitor -8%.
For COc1cc2c(cc1OC)C13CCN4CC5CCOC6CC(=O)N2C1C6C5CC43 (stereo unspecified) the results were FEN1 inhibitor -7%.
O=C(NC1CCCCC1)N1Cc2ccccc2-n2nncc2C1 was read as FEN1 inhibitor 7%.
CCCNC(=O)N1[C@H]2CC[C@@H]1C(C(=O)OC)=C(c1cc3ccccc3s1)C2 was read as FEN1 inhibitor -8%.
Screening CCC1(Oc2ccccc2)C(=O)NC(=O)NC1=O returned FEN1 inhibitor -1%.

Looked up by compound from the entries so far (two):
Screening O=C1CC(=O)N(Cc2ccccc2)C(=O)N1 returned FEN1 inhibitor -6%.
`COC(=O)C1=C(c2ccccc2)C[C@@H]2CC[C@H]1N2C(=O)N1CCOCC1` gave FEN1 inhibitor 0%.

Continuation:
Screening CN1CN(c2ccccc2)C2(CCN(CCCSc3ccccc3NC(=O)/C=C/c3ccccc3)CC2)C1=O returned FEN1 inhibitor inconclusive.
For C/C=C1\CN2[C@H]3C[C@@]45c6ccccc6N(C)[C@H]4[C@@H]2CC1C3[C@H]5O (stereo partly specified) the results were FEN1 inhibitor 0%.
Screening C[C@]12CCC3C(CC[C@H]4C[C@H](O)CC[C@]34C)C1C[C@H](O)[C@H]2O (stereo partly specified) returned FEN1 inhibitor 8%.
For CCOc1cc(C=C2C(=O)NC(=S)NC2=O)ccc1O the results were FEN1 inhibitor -15%.
CCOC(=O)[C@]12Cc3cc(OC)ccc3[C@H]1N(Cc1ccccc1)C(=O)c1ccccc12 was read as FEN1 inhibitor -23%&-3%.
Screening CC1C(=O)OC2CCN3CC4OC4(COC(=O)C(C)(O)C1(C)O)C23 (stereo unspecified) returned FEN1 inhibitor 1%.
`NC(=O)c1c(Br)n(C2OC(CO)C(O)C2O)c2ncnc(N)c12` (stereo unspecified) gave FEN1 inhibitor -1%.
`CCOc1ccc(NC(=O)c2c(O)[nH]c(=O)[nH]c2=O)cc1` gave FEN1 inhibitor 14%.
Cc1ccc(C(=O)N2CC2C)cc1 (stereo unspecified) was read as FEN1 inhibitor -2%.
CC(=O)OC1CC(OC2C(O)CC(OC3C(O)CC(OC4CCC5(C)C(CCC6C5CCC5(C)C(C7=CC(=O)OC7)C(O)CC65O)C4)OC3C)OC2C)OC(C)C1OC1OC(CO)C(O)C(O)C1O (stereo unspecified) was read as FEN1 inhibitor 15%.
Screening CC(=O)N1Cc2cnnn2-c2ccccc2C1(C#N)Cc1ccccc1 (stereo unspecified) returned FEN1 inhibitor -12%.
Screening CC(O)C1C=CC=CC(=O)OC2CC3OC4C5OC5(C)C(O)CC4(COC(=O)C(O)C(C)CCO1)C2(C)C31CO1 (stereo unspecified) returned FEN1 inhibitor 3%.
Screening CC(=O)OC(C)(C)/C=C/C(=O)C(C)(O)C1C(O)CC2(C)C3CC=C4C(CC(O)C(=O)C4(C)C)C3(C)C(=O)CC12C (stereo unspecified) returned FEN1 inhibitor inconclusive.
Screening Cc1ccc(C(=O)Nc2ccc(Cl)cc2C(=O)c2ccccc2)cc1 returned FEN1 inhibitor 2%.
For N#Cc1ncc(N=Cc2ccc(N(CCCl)CCCl)cc2)s1 the results were FEN1 inhibitor -7%.
Screening CN1C(=O)C(Cc2ccccc2)C(=O)N(C)C1=O returned FEN1 inhibitor -4%.
Screening COc1ccc(/C=C2/C(=O)N(c3ccccc3)N=C2C)cc1 returned FEN1 inhibitor inconclusive.
For CCCOC(=O)C1C2CCC(O2)C1C(=O)O (stereo unspecified) the results were FEN1 inhibitor 4%.
Screening CC1([N+](=O)[O-])COP(=O)(Nc2cccc(Cl)c2)OC1 (stereo unspecified) returned FEN1 inhibitor -2%.
`CC(=O)NCC(N)C(=O)c1ccc(Cl)c(Cl)c1` (stereo unspecified) gave FEN1 inhibitor -6%.
`COC(=O)C1=C(c2ccc(S(C)(=O)=O)cc2)C[C@@H]2CC[C@H]1N2C(=O)NCc1ccccc1` gave FEN1 inhibitor 23%.
For O=C(Oc1ccc([N+](=O)[O-])cc1)N1CCN(/[N+]([O-])=N/Oc2ccc([N+](=O)[O-])cc2[N+](=O)[O-])CC1 the results were FEN1 inhibitor -21%.
Nc1c(Br)cc2c3c(cccc13)-c1ccccc1-2 was read as FEN1 inhibitor -30%.
For O=P(O)(Oc1ccccc1)c1ccccc1 the results were FEN1 inhibitor -5%.
CC1([N+](=O)[O-])COP(=O)(Nc2ccc(F)cc2)OC1 (stereo unspecified) was read as FEN1 inhibitor -1%.
CC[C@@H](O)C[C@H]1CCC[C@@]2(C[C@@H]3OC(=O)/C=C/[C@@](C)(O)[C@@H](O)[C@H](C)[C@@H](O)[C@H](OC4CCC(N(C)C)C(C)O4)[C@@H](O)[C@](C)(O)CCCCC/C=C/[C@@H]4CC(C)(C)O[C@@]4(O)C[C@H](O2)[C@H]3C)O1 (stereo partly specified) was read as FEN1 inhibitor -7%.
For CSc1nc(Cl)c(Br)c(N2CC2)n1 the results were FEN1 inhibitor 1%.
CC1([N+](=O)[O-])COP(=O)(Nc2ccccc2F)OC1 (stereo unspecified) was read as FEN1 inhibitor -1%.
For CC1C=CCCC12C(=O)NC(=O)NC2=O (stereo unspecified) the results were FEN1 inhibitor -2%.
`O=C1NC(=S)NC(=O)C1=Cc1ccc(OCc2ccccc2)cc1` gave FEN1 inhibitor 5%.
For ClCCN(CCCl)c1ccc(C=NNc2ncccn2)cc1 the results were FEN1 inhibitor -18%.
For CC(=O)NC1=C(N2CC2C)C(=O)C(NC(C)=O)=C(N2CC2C)C1=O (stereo unspecified) the results were FEN1 inhibitor 0%.
`C=CCCC1(C2=CCCCC2)C(=O)NC(=O)NC1=O` gave FEN1 inhibitor -3%.
For CNCC(O)c1cc(F)c(OCc2ccccc2)c(OCc2ccccc2)c1F (stereo unspecified) the results were FEN1 inhibitor -24%.
CCOC(=O)[C@]12Cc3cc(OC)c(OC)cc3[C@H]1N(Cc1ccccc1)C(=O)c1ccccc12 was read as FEN1 inhibitor -1%&-19%.
`CCNc1nc(NC(C)(C)C)nc(SC)n1` gave FEN1 inhibitor 19%.

Filtered by structure, the compounds so far containing sulfur.
`COc1ccccc1C=C1C(=O)NC(=S)NC1=O` gave FEN1 inhibitor -1%.
`S=P(NCCSCc1ccccc1)(N1CC1)N1CC1` gave FEN1 inhibitor -12%.
Screening CCC1(CCC(C)C)C(=O)NC(=S)NC1=O returned FEN1 inhibitor 3%.
CCCNC(=O)N1[C@H]2CC[C@@H]1C(C(=O)OC)=C(c1cc3ccccc3s1)C2 was read as FEN1 inhibitor -8%.
Screening CN1CN(c2ccccc2)C2(CCN(CCCSc3ccccc3NC(=O)/C=C/c3ccccc3)CC2)C1=O returned FEN1 inhibitor inconclusive.
For CCOc1cc(C=C2C(=O)NC(=S)NC2=O)ccc1O the results were FEN1 inhibitor -15%.
For N#Cc1ncc(N=Cc2ccc(N(CCCl)CCCl)cc2)s1 the results were FEN1 inhibitor -7%.
`COC(=O)C1=C(c2ccc(S(C)(=O)=O)cc2)C[C@@H]2CC[C@H]1N2C(=O)NCc1ccccc1` gave FEN1 inhibitor 23%.
For CSc1nc(Cl)c(Br)c(N2CC2)n1 the results were FEN1 inhibitor 1%.
`O=C1NC(=S)NC(=O)C1=Cc1ccc(OCc2ccccc2)cc1` gave FEN1 inhibitor 5%.
`CCNc1nc(NC(C)(C)C)nc(SC)n1` gave FEN1 inhibitor 19%.
